Source: PubChem
FLuc modulator – qHTS profiling assay for firefly luciferase inhibitor/activator using purifed enzyme and Km concentrations of substrates (counterscreen for miR-21 project); purified FLuc, Km substrates, luminescence inhibition; Potency, µM (highest dose often 57.5 µM), inactives show top-dose activity change, negative = inhibition, hits mostly inhibitors; actives 6.9% (n = 360,000); AID 588342, 2011; active means well fitted inhibition curve with a large enough effect; inconclusive means small, poorly fitted or top-dose-only effect;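 further: plate controls were vehicle for no effect and reference inhibitor for full effect; nearly all actives have a fitted effect of over 55% in size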
Target sequence (P08659 whole entry, looked up): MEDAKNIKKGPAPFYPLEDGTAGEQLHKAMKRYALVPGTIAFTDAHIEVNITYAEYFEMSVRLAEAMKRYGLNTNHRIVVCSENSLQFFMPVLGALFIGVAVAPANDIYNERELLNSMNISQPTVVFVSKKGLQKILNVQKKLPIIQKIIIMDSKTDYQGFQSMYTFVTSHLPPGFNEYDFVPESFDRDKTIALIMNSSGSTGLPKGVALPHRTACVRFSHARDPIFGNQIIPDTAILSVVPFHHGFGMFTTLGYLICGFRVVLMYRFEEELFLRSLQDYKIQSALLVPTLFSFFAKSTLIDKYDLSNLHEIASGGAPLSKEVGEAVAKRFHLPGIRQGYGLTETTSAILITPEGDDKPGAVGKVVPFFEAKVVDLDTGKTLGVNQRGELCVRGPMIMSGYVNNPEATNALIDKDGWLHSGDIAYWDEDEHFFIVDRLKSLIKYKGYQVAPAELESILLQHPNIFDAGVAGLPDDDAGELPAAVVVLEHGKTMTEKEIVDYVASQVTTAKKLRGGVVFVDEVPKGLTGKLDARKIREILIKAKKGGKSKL
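Purified P. pyralis luciferase (10nM final) with 10uM D-luciferin and 10uM ATP (Km levels) in 50mM Tris acetate pH 7.5, 10mM Mg acetate, 0.01% Tween-20, 0.05% BSA; qHTS 6-point titration, ~60 µM downward; luminescence read.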
Active calls of the source: *; ? = inconclusive. Potency means the concentration at half of the fitted maximal effect. These rows are one share of the data. The share of hits here may be higher or lower than overall.

mol,FLuc modulator
O=C1CCSC2(C(=O)N(Cc3ccc(F)cc3)c3ccccc32)N1c1cccc(F)c1 (centres undefined),-4%
CCc1cccc(C)c1Nc1c(-c2cccc(O)c2)nc2nc(C)cc(C)n12,-10%
CCOc1ccccc1OCCCCn1c(-c2ccc(Cl)cc2)nc2ccccc2c1=O,-3%
Cc1ccc2c(=O)cc(C(=O)Nc3sc4c(c3C(=O)NCC3CCCO3)CCC4)oc2c1 (centres undefined),-8%
Cc1ccc(Cl)cc1NC(=O)C(C)n1nnc2sc(-c3ccccc3)cc2c1=O (centres undefined),?
COc1cccc(C(=O)Nc2cc(-c3cn4cccnc4n3)ccc2C)c1OC,-18%
COc1ccc(OC)c(CCNC(=O)Cn2ccc3cc(S(=O)(=O)N4CCCCC4)ccc32)c1,-3%
CCN(C(=O)c1cc2c(s1)-c1ccccc1OC2)c1cccc(C(F)(F)F)c1,0%
COc1ccc(S(=O)(=O)c2c(Nc3c(C)cccc3C)sc(C(=O)c3ccc(F)cc3)c2N)cc1,-3%
CCOc1ccccc1CNC(=O)c1ccc(-c2nc(CSc3ccc(C)cc3)c(C)o2)cc1,-8%
COc1ccc(CCNC(=O)Cn2cc(S(=O)(=O)Cc3cccc(Cl)c3)c3ccccc32)cc1OC,0%
O=C(Nc1ccc(OC(F)(F)F)cc1)C1CCN(S(=O)(=O)c2cccs2)CC1,-10%
Cc1cc(C)cc(OCC(=O)Nc2ccc(S(=O)(=O)Nc3onc(C)c3C)cc2)c1,?
COc1ccc(OC)c(NC(=O)c2c(C)oc3ncnc(N4CCOCC4)c23)c1,-2%
Cc1cc(C)cc(Nc2cc(C(=O)NCCCN(Cc3ccccc3)C(C)C)c3ccccc3n2)c1,-9%
COc1ccc(N(Cc2cccs2)C(=O)c2ccc(C(C)(C)C)cc2)cc1,-5%
CCCN1CCN(c2ncnc3sc(C(=O)Nc4ccc(OC(F)(F)F)cc4)c(C)c23)CC1,-3%
Cc1cc(C)cc(NC(=O)C2CCN(S(=O)(=O)c3cccc4nonc34)CC2)c1,-1%
CCOc1ccc(OC(=O)c2sc3ncn(Cc4cccc(F)c4)c(=O)c3c2C)cc1,5%
Cc1cc(C)c(NC(=O)Cn2c(=O)n(Cc3ccccc3)c(=O)c3c(C)c(C(=O)N(C)C)sc32)c(C)c1,-1%
CCCCn1nc(NC(=O)c2cccc(Cl)c2)c2cc3cccc(C)c3nc21,-1%
CCc1ccc(CNC(=O)c2cnc3sc(N(CC)CC)nn3c2=O)cc1,-15%
COc1cc(C(=O)NCC(c2ccco2)S(=O)(=O)c2ccccc2)cc(OC)c1OC (centres undefined),3%
Cc1ccc(C(=O)Nc2ccccc2C(=O)O)cc1S(=O)(=O)N1CCCCCC1,0.95µM*
CC(=O)c1ccc(NS(=O)(=O)c2ccc3[nH]c4c(c3c2)CCCC4)cc1,-17%
CCC(CC)C(=O)Nc1nc2c(s1)CC(C)CC2 (centres undefined),-21%
CCCS(=O)(=O)N1CCC(n2c(C(F)(F)F)nc3cccnc32)CC1,-6%
O=C(CCc1cn(Cc2ccccc2Cl)c2ccccc12)NC1CCCCC1,2%
COc1ccc(CCC(=O)NC2CC(=O)N(c3ccccc3)C2)cc1 (centres undefined),-1%
CC(C)(C)OC(=O)N1CCC(c2c(C(=O)NCc3cccs3)cnn2-c2cccc(F)c2)CC1,6%

Arranged by formula weight (highest first): 3 of the compounds above.
mol,FLuc modulator
COc1ccc(S(=O)(=O)c2c(Nc3c(C)cccc3C)sc(C(=O)c3ccc(F)cc3)c2N)cc1,-3%
CCOc1ccccc1OCCCCn1c(-c2ccc(Cl)cc2)nc2ccccc2c1=O,-3%
COc1cc(C(=O)NCC(c2ccco2)S(=O)(=O)c2ccccc2)cc(OC)c1OC (centres undefined),3%

Further structures:
mol,FLuc modulator
CC(C)(C)n1ncc2c(=O)n(Cc3ccccc3)cnc21,2%
CCc1ccccc1NC(=O)Cn1cc(C(=O)c2ccc(Cl)cc2)c(=O)c2ccc(C)nc21,-4%
CCOc1ccc2oc(=O)cc(CN3CCN(C(=O)c4ccc(F)cc4)CC3)c2c1,-6%
COc1ccc(N2Cc3cccc(C(=O)Nc4ccc(C(C)C)cc4)c3C2=O)cc1,0.27µM*
CCOC(=O)CCCN1C(=O)CCn2nc(-c3cn(C)c4ccccc34)cc21,1%
Cc1cn2c(=O)cc(COC(=O)c3ccc(NC(=O)COc4ccccc4F)cc3)nc2s1,5%
Cc1ccc(C2c3[nH]c4ccccc4c3CCN2C(=O)c2ccc(N(C)C)cc2)cc1 (centres undefined),0%
COc1ccc(CNC(=O)c2cccc(NC(=O)N3CCSc4ncccc43)c2)cc1,-18%
COc1ccc(NC(=O)c2ccc3c(=O)n4nc(Nc5ccccc5C)sc4nc3c2)cc1,-6%
CCc1nc2nc(C)cc(Nc3cc(Cl)ccc3C)n2n1,30%
COc1cccc(-n2nnc3c(sc4nc(C)cc(C)c43)c2=O)c1,-13%
Cc1ccc(S(=O)(=O)NCCc2nnc3ccc(SCc4cccc(F)c4)nn23)cc1,5%
Cc1ccc(-c2nc3ccccn3c2Nc2ccc3c(c2)OCO3)cc1,?
COCCCNC(=O)c1ccc(NC(=O)c2nsc3ccccc23)cc1,17µM*
CCCc1nnc(NC(=O)c2nc(SCC)ncc2Cl)s1,?
Cc1ccccc1C(=O)NCCc1csc(-c2ccc(C(F)(F)F)cc2)n1,?
CCOc1ccc(CNC(=O)Cn2ncc3c(=O)oc4ccc(C)cc4c32)cc1,-6%
COC(=O)c1ccc(Cl)cc1NC(=O)NC(C)c1c(-n2cccc2)sc(C)c1C (centres undefined),-6%
COc1ccc(CN(Cc2ccco2)C(=O)COc2ccc(Cl)cc2C)cc1,-17%
CCOc1ccc(NC(=O)c2c(NCc3ccc(C)o3)sc3c2CCC(C)C3)cc1 (centres undefined),-11%
Cc1ccc2ncc(C(=O)c3ccc(C)c(C)c3)c(S(=O)(=O)c3ccccc3)c2c1,-1%
CSc1cccc(Nc2cc(C(=O)NCCCN(C)c3ccccc3)c3ccccc3n2)c1,?
CCOC(=O)c1cc(-c2ccc(F)cc2)n(CCC(=O)Nc2nc3cc(C)c(C)cc3s2)c1C,5%
COc1cccc(-c2nn(C)c3sc(C(=O)NCCc4ccc(Cl)cc4)cc23)c1,-11%
CCOC(=O)c1c(C)sc(-c2c(-c3cc(C)ccc3C)[nH]c3c2c(=O)n(C)c(=O)n3C)c1O,-4%
COc1ccc(CN2C(=O)N(c3ccc(F)cc3)C(=O)C2CC(=O)Nc2cc(OC)cc(OC)c2)cc1 (centres undefined),-9%
CCc1ccc(CNC(=O)C2CCN(c3nn4cc(-c5ccc(F)cc5)nc4s3)CC2)cc1,1%
CC(=O)c1cccc(N2C(=O)CN(S(C)(=O)=O)CC2(C)C(=O)NC2CCCC2)c1 (centres undefined),0%
Cc1cccc(Nc2nc(-c3ccccc3)nc3ccccc23)c1,-8%
CN(C)c1ccc(-c2nc3ccccn3c2Nc2ccc3c(c2)OCCO3)cc1,2.4µM*

Continued, starting with the last seven of the part before.
COc1cccc(-c2nn(C)c3sc(C(=O)NCCc4ccc(Cl)cc4)cc23)c1
  FLuc modulator = -11%
CCOC(=O)c1c(C)sc(-c2c(-c3cc(C)ccc3C)[nH]c3c2c(=O)n(C)c(=O)n3C)c1O
  FLuc modulator = -4%
COc1ccc(CN2C(=O)N(c3ccc(F)cc3)C(=O)C2CC(=O)Nc2cc(OC)cc(OC)c2)cc1 (centres undefined)
  FLuc modulator = -9%
CCc1ccc(CNC(=O)C2CCN(c3nn4cc(-c5ccc(F)cc5)nc4s3)CC2)cc1
  FLuc modulator = 1%
CC(=O)c1cccc(N2C(=O)CN(S(C)(=O)=O)CC2(C)C(=O)NC2CCCC2)c1 (centres undefined)
  FLuc modulator = 0%
Cc1cccc(Nc2nc(-c3ccccc3)nc3ccccc23)c1
  FLuc modulator = -8%
CN(C)c1ccc(-c2nc3ccccn3c2Nc2ccc3c(c2)OCCO3)cc1
  FLuc modulator = 2.4µM*
Cc1ccc(CCNC(=O)c2cc(-c3ccccc3)n[nH]2)cc1
  FLuc modulator = -3%
COc1ccc(Cl)cc1NC(=O)CSc1cn(CC(=O)N2CCCCC2)c2ccccc12
  FLuc modulator = ?
Cc1cccc(C(C)C)c1NC(=O)c1ccc2c(c1)CCN2S(C)(=O)=O
  FLuc modulator = -2%
CC(=O)c1cccc(NC(=O)c2cnn(-c3cccc(C)c3)c2-n2cccc2)c1
  FLuc modulator = 0%
CCN(CCCNC(=O)c1nn(-c2ccc(OC)c(Cl)c2)c(=O)c2c1c1ccccc1n2C)c1cccc(C)c1
  FLuc modulator = 0%
CCOC(=O)N1CCC(NC(=O)c2cnn(-c3ccc(OC)cc3)c2C2CCN(C(=O)OC(C)(C)C)CC2)CC1
  FLuc modulator = -1%
O=C(c1ccc2c(c1)N(Cc1ccccc1)C(=O)c1ccccc1S2(=O)=O)N1CCCC1
  FLuc modulator = -6%
COc1ccc(NC(=O)c2csnn2)cc1
  FLuc modulator = ?
Cc1ccc(-n2ncc3c(N4CCN(C)CC4)ncnc32)cc1C
  FLuc modulator = 4.3µM*
O=C(c1cc2c(=O)[nH]c3ccccc3c2s1)N1CCN(c2ccc(F)cc2)CC1
  FLuc modulator = 2%

Cc1ccc(-n2nc3c(=O)n(CC(=O)NC(C)C)nc(C)c3c2C)cc1
  FLuc modulator = 2%
COc1cccc(C(=O)Nc2ccccc2-c2nc3ccccc3s2)c1
  FLuc modulator = -1%
Cc1ccc(NC(=O)CSc2ccc(-c3sc(-c4ccccc4)nc3C)nn2)cc1F
  FLuc modulator = -6%
CC1CCN(C(=O)CSc2nnc(NC(=O)Nc3ccccc3)s2)CC1
  FLuc modulator = ?
Brc1ccc(-c2nnc3sc(CN4CCCCC4)cn23)cc1
  FLuc modulator = 1%
COc1ccccc1NC(=O)C1=C(C)Nc2c(C(=O)Nc3ccc(F)cc3)cnn2C1c1cccc([N+](=O)[O-])c1 (centres undefined)
  FLuc modulator = -6%
Cc1ccc(NC(=O)c2cnc(SCC(=O)N3CCOCC3)n(C)c2=O)cc1
  FLuc modulator = ?
Cc1ccccc1OCC(=O)Nc1ccc(S(=O)(=O)N(Cc2ccccc2)c2ccccc2)cc1
  FLuc modulator = -7%
CCC1=Nc2cc(C(=O)NCc3ccccc3Cl)ccc2Sc2ccc(C)cc21
  FLuc modulator = 1%
O=C(Nc1ccc(Cl)cc1)C1CCC(CNS(=O)(=O)c2ccc(Br)s2)CC1 (centres undefined)
  FLuc modulator = 7%

CCOc1ccc(CCNC(=O)C(CC)n2nc(C)c3c(C)n(-c4ccccc4)nc3c2=O)cc1 (centres undefined)
  FLuc modulator = 2%
COc1ccccc1NC(=O)c1oc2ccccc2c1NC(=O)c1ccc(S(=O)(=O)N(C)C)cc1
  FLuc modulator = -2%
COc1cc(Cl)c(C)cc1NC(=O)CC(c1ccc(F)cc1)N1Cc2ccccc2C1=O (centres undefined)
  FLuc modulator = ?
CCc1cccc2sc(N3CCN(C(=O)C4CC4)CC3)nc12
  FLuc modulator = 5%
COc1ccc(NC(=O)C2CCCN(S(=O)(=O)c3ccc(F)cc3)C2)cc1 (centres undefined)
  FLuc modulator = 5%
COc1ccc(C)cc1NC(=O)Nc1nnc(N2CCCCC2)s1
  FLuc modulator = 1%
COC(=O)c1c(NC(=O)/C(C#N)=C/c2ccc(OC)cc2)sc2c1CCC2
  FLuc modulator = -1%
CCc1ccc(-n2c(N3CCN(c4cccc(Cl)c4)CC3)nc3ccccc3c2=O)cc1
  FLuc modulator = 3%
CCOC(=O)c1c(C)n(-c2ccccc2)c2ccc(OC(=O)c3ccccc3NC(=O)C(C)(C)C)cc12
  FLuc modulator = -2%
COc1cc(OC)cc(-n2c(=O)[nH]c3cc(C(=O)NCCc4ccc(C)cc4)ccc3c2=O)c1
  FLuc modulator = 1%

CC(C)c1ccc(NS(=O)(=O)c2ccc3[nH]cc(C(=O)NCC4CCCO4)c(=O)c3c2)cc1 (centres undefined)
  FLuc modulator = ?
CCC1CN(C(=O)N2CCC(C(=O)N3CCN(c4cc(C)ccc4C)CC3)CC2)c2ccccc2O1 (centres undefined)
  FLuc modulator = 1.9µM*
Cc1cccc(N2CCN(c3ccc4cc(S(=O)(=O)N5CCC(C)CC5)ccc4n3)CC2C)c1 (centres undefined)
  FLuc modulator = -3%
Cc1cccc(NC(=O)c2ccc(-n3c(C)nnc3C)cc2)c1
  FLuc modulator = -2%
Cc1oc2ncnc(N3CCOCC3)c2c1C(=O)N1CCN(c2cccc(C(F)(F)F)c2)CC1
  FLuc modulator = 1%
Cn1c(SCc2ccc(F)cc2)nc2ccc(C(=O)NCc3cccc(Cl)c3)cc21
  FLuc modulator = -5%
Cc1nc2nc(NC(=O)c3ccc(C(C)(C)C)cc3)[nH]n2c(=O)c1C
  FLuc modulator = -13%
CC(C)c1ccc(NC(=O)CCn2c(=O)c3cccn3c3ccccc32)cc1
  FLuc modulator = ?
Cc1cccn2c(=O)c3cc(C(=O)NC(C)c4ccccc4)c(=N)n(CCCO)c3nc12 (centres undefined)
  FLuc modulator = -3%
CC(C)c1cnc2c(c1SCC(=O)c1ccccc1)c(=O)n(C)c(=O)n2C
  FLuc modulator = -11%

Cn1nnnc1SCCCNCc1cc(Cl)ccc1OCc1ccc(F)cc1
  FLuc modulator = 5%
CCc1ccc(NC(=O)CC2C(=O)N(c3ccc(F)cc3)C(=O)N2Cc2ccc(F)cc2)cc1 (centres undefined)
  FLuc modulator = -11%
Cc1cccn2c(=O)c(C(=O)NCCc3ccccc3)cnc12
  FLuc modulator = 4.8µM*
CCOC(=O)c1c(NC(=O)c2nc(SC)ncc2Cl)sc(C)c1C
  FLuc modulator = -1%
COC(=O)c1ccc(NC(=O)C(c2ccccc2)N2Cc3ccccc3C2=O)cc1 (centres undefined)
  FLuc modulator = ?
O=C(NCCCO)c1nn(-c2ccc(Cl)cc2)nc1CO
  FLuc modulator = -18%
CN(CC(=O)Nc1cccc(C(F)(F)F)c1)S(=O)(=O)c1ccc2[nH]c3c(c2c1)CCCC3
  FLuc modulator = -1%
CCCn1c2ccccc2c2cnn(CC(=O)NC(CCSC)C(=O)OC)c(=O)c21 (centres undefined)
  FLuc modulator = -3%
